Screening results (PubChem)
Ins promoter up: insulin promoter activators in MIN6 cells, imaging, high-content screening, mouse beta cells | MIN6 insulin promoter-GFP reporter; hits give high values | z-score at 5 µM | 190,000 compounds, 0.3% hits | AID 1625, 2009;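 active = z-score above 3 at 5 µM with at least 500 cells counted in the well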
Dynein transport: inhibitors of GR-EGFP nuclear translocation, primary screen, dynein cargo transport inhibitor project, imaging, high-content, 3617.4 mouse cells. test concentration mostly 20 µM; stimulated with dexamethasone, 1 µM; hits give low values. z-score, hits read low. 220,000 compounds, 0.47% hits. AID 1381, 2008;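 active = plate z-score of nuclear minus cytoplasmic receptor signal below a set negative limit, without overly bright fluorescence or cell loss, cut at about -3.5 in these data, passing the limit was not always enough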;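 also: z-score of nuclear minus cytoplasmic ring GR-EGFP intensity difference per well; some compounds called inactive have numbers as strong as hits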
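Buffer or medium: tet-free, stripped-serum medium; reagent: dexamethasone at 1.0 µM final, 30 min; incubation: 48 h induction, 1 h compound, 30 min dex at 37 °C; measured by: formaldehyde fixation, Hoechst nuclear stain, 10x automated fluorescence imaging; read-out: nuclear-to-cytoplasmic GR-EGFP distribution per well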
Lipid droplet: inhibitors of hepatocyte lipid droplet formation, primary screen, imaging, high-throughput imaging, BODIPY stain | inhibition, % at 6.5 µM | 240,000 compounds, 0.4% hits | AID 1656, 2009 | AML12 mouse hepatocytes, oleate lipid droplets;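 active = lipid droplet intensity inhibited by at least 50%, with more than 500 cells counted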
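Assay system: AML12 mouse liver cells | Compound: 6.5 µM single-point dosing | Schedule: Overnight exposure | Technique: Fluorescence imaging, 20x objective, two fields per well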
TNAP activation fold: human TNAP enzyme activators, primary screen, biochemical, luminescent, no phosphate acceptor, uHTS (AID 1001) | purified TNAP, luminescent activation assay, no phosphate acceptor; higher activation fold means a stronger effect | activation fold at 20 µM, or EC50 in µM where a hit was titrated | 200,000 compounds, 0.03% hits; in the data active = activation fold from about 3, or a potency from the dose series; inactive = the rest, 99 in 100 with activation fold below about 1.6; also: many of its hits are not listed in these tables
Myeloid diff MLP: induction of myeloid progenitor differentiation, primary screen, cell-based, flow cytometry, MLPCN library. ER-HoxA9 myeloid progenitors, lysozyme-GFP differentiation. calls only at 10 µM. 360,000 compounds, 1% hits;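 active = normalized GFP-positive differentiation at or above the plate's own cutoff, the solvent-only control mean plus 3 SD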;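 also: cells exposed to compound for four days before flow analysis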
T cell modulator: modulators of CD8 T cell-vesicle binding, primary screen, mouse 2C CD8+ T cells, flow cytometry. 330,000 compounds, 0.068% hits. calls only at 7 µM. AID 2052, 2009. 2C CD8+ T cell-vesicle binding; hits give low values;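 active = response, share of CD8 T cells binding vesicles, and their 90th percentile fluorescence all below set limits, cut at about 80% in these data, passing the limit was not always enough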
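incubation = binding step 1.5 h, 37 °C, antibody labelling 20 min, ice | test system = 2C mouse CD8+ T cells | read-out basis = percent CD8+ FL2 mean versus row control | controls = Peptide-free naked vesicles (low) and QL9 vesicles with 0.7% DMSO vehicle (high) | detection = flow cytometry of vesicle-bound cells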
bCat nuc transl: modulators of beta-catenin nuclear translocation, primary screen, imaging, HeLa cells, immunofluorescence, high-content. AID 1665, 2009. 190,000 compounds, 0.3% hits. nuclear translocation activity, % at 5 µM;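 active = nuclear translocation activity above 50% at 5 µM, with a well cell count of 50 or more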;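 also: per-cell ratio of nuclear to cytoplasmic median beta-catenin stain intensity; plate controls were DMSO negative control for no effect and GSK-3 inhibitor IX positive control for full effect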
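Signal – beta-catenin immunofluorescence imaging with DAPI · Test system – human HeLa cell line · Dosing – 5 µM primary single dose, 0.1% DMSO, 0.02–20 µM confirmation series · Measure – % activation, nuclear-to-cytoplasmic median beta-catenin signal ratio per cell · Incubation – 24 h compound exposure at 37°C, 5% CO2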
MT stabilizer: microtubule stabilizers in HeLa cells, primary screen, imaging, high-content imaging. 200,000 compounds, 0.83% hits. HeLa tubulin immunostaining HCS, 24 h; share of cells brighter than vehicle mean+2SD. % tubulin-high responders, % at 10 µM;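 active = plate Z-score above 3 for both tubulin-high and condensed-nucleus cell shares, with cell loss under 80%, at 10 µM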;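 also: anti alpha tubulin signal scored within the nucleus-defined area of each cell; some results filed as inactive read as strong as hits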
human PMI inhibition: inhibitors of human PMI, primary screen, biochemical, fluorescence intensity, coupled assay (AID 1209) | Mannose-6-phosphate isomerase (Homo sapiens) | 190,000 compounds, 0.42% hits | one-dose inhibition, % at 20 µM; IC50 in µM for titrated hits | purified PMI enzyme, coupled fluorescence intensity; higher % means a stronger effect; in the data active = inhibition above about 50%;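 also: plate controls were DMSO vehicle for no effect and wells lacking substrate for full effect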
Dynein transport cytoplasmic EGFP: second read-out of Dynein transport, no call of its own (marks repeat the call); z-score; measured here: cytoplasmic GR-EGFP intensity; hits give high values
Dynein transport nuclear GR-EGFP: second read-out of Dynein transport, no call of its own (marks repeat the call); z-score; measured here: nuclear GR-EGFP intensity;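 lower value marks the stronger effect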
Dynein transport cell count: also measured in Dynein transport; calls as there; z-score; measured here: cell count per field
Ins promoter up cell count: second read-out of Ins promoter up, no call of its own (marks repeat the call); cell count; measured here: cytotoxicity, nuclei count;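 total cells summed across four imaged fields per well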
Lipid droplet cells 6.5 µM: second read-out of Lipid droplet, no call of its own (marks repeat the call); cell count; measured here: cell count, cytotoxicity flag;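 cells counted across two imaged fields per well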
bCat nuc transl cell count 5 µM: second read-out of bCat nuc transl, no call of its own (marks repeat the call); cell count; measured here: cell count, cytotoxicity flag
T cell modulator vesicle-bound %: also measured in T cell modulator; calls as there; double positive events, %; measured here: CD8+ vesicle-bound cell fraction;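 binding gate set so that unloaded-vesicle control wells show 10% double positive cells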
MT stabilizer Hoechst-high %: recorded beside MT stabilizer, whose call it bears; % Hoechst-high responders; measured here: nuclear condensation Hoechst responders;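 share of cells brighter than vehicle mean plus two SD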
MT stabilizer cytotoxicity %: recorded beside MT stabilizer, whose call it bears; toxicity, %; measured here: cytotoxicity by cell density;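 0% = mean cell density of plate MIN control wells and 100% = no cells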
Myeloid diff MLP GFP+ MAC1+ %: second read-out of Myeloid diff MLP, no call of its own (marks repeat the call); GFP+ MAC1+ double positive, %; measured here: differentiation confirmed by MAC1 staining
* marks the source's active call; other numbers are inactive results; i = inactive; · = not tested or not shown. Compounds as they come; any-hit rate near 3%.

SMILES | Ins promoter up | Ins promoter up cell count | Dynein transport | Dynein transport cytoplasmic EGFP | Dynein transport nuclear GR-EGFP | Dynein transport cell count | Lipid droplet | Lipid droplet cells 6.5 µM | TNAP activation fold | Myeloid diff MLP | Myeloid diff MLP GFP+ MAC1+ % | T cell modulator | T cell modulator vesicle-bound % | bCat nuc transl | bCat nuc transl cell count 5 µM | MT stabilizer | MT stabilizer Hoechst-high % | MT stabilizer cytotoxicity % | human PMI inhibition
CC1CC(Nc2ccccc2)c2ccccc2N1C(=O)c1ccco1 (stereo not drawn) | -0.29 | 1058 | -0.4 | 0.59 | -0.098 | 0.19 | -23 | 801 | · | i | 0.6 | i | 46 | 2.3 | 1282 | · | · | · | ·
O=C(CN1CCOCC1)Nc1cc(Cl)ccc1Cl | 0.39 | 1241 | -0.45 | -0.14 | -0.16 | 1.5 | · | · | 1.1 | i | 1.5 | i | 33 | -3.8 | 974 | 2.2 | 3.1 | 6.4 | -5%
CCC(=O)Oc1ccc(C(=O)Nc2ccc([N+](=O)[O-])cc2)cc1 | 0.15 | 1319 | -1.5 | 0.026 | -0.38 | 1.3 | 14 | 649 | 1.1 | i | 1.1 | i | 36 | -1.2 | 915 | 5.4 | 3.3 | 4.1 | -12%
CCc1ccc2[nH]c(=O)c(C(c3nnnn3Cc3ccccc3)N3CCOCC3)cc2c1 (stereo not drawn) | 0.17 | 1187 | 0.49 | -0.24 | 0.58 | -0.98 | · | · | 0.9 | i | 0.5 | i | 58 | -3.2 | 1073 | 4.8 | 3.7 | 4.6 | -14%
CCn1ncc2c(OCc3ccc(C#N)cc3)cc(C)nc21 | 0.03 | 1001 | -0.6 | -0.2 | -0.12 | 0.52 | · | · | 1 | i | 0.8 | i | 30 | -0.5 | 1219 | 2.8 | 2.2 | 7.6 | -1%
Cc1csc(SCC(=O)Nc2cccc(S(=O)(=O)N3CCCC3)c2)n1 | -0.51 | 937 | -1.1 | -0.09 | -0.35 | 0.82 | 5 | 782 | 1.1 | i | 1.0 | i | 59 | -1.0 | 1000 | 2.4 | 1.5 | 1.8 | 3%
CCOc1ccccc1OCCCC(=O)Nc1sccc1C(N)=O | 1.6 | 1487 | 0.61 | -0.26 | 0.48 | -0.58 | -2 | 641 | 1 | i | 0.6 | i | 56 | 0.6 | 1028 | 4.8 | 2.4 | 4.8 | 22%
COc1ccccc1NCC(=O)N/N=C/c1sccc1C | 0.22 | 1377 | 0.074 | -0.04 | 0.75 | 0.02 | -8 | 603 | 1.1 | i | 0.5 | i | 19 | -0.4 | 1449 | 2.9 | 2.3 | 5.2 | 23%
COc1ccc(S(=O)(=O)N2CCC(C(=O)Nc3cccc(C(C)=O)c3)CC2)cc1C | -1.9 | 1153 | 0.058 | -0.28 | 0.11 | 0.51 | 6 | 742 | 1.1 | i | 9.5 | · | · | -0.3 | 1077 | 3.0 | 3.1 | 9.8 | 6%
Cc1cccc2cc(CN(CC3CCCO3)S(=O)(=O)c3ccccc3)c3nnnn3c12 (stereo not drawn) | -0.25 | 1266 | · | · | · | · | -9 | 743 | 1.1 | · | · | · | · | -1.4 | 1228 | · | · | · | 6%
O=C1C2CC=CCC2C(=O)N1c1ccc(NCCc2ccccc2F)c([N+](=O)[O-])c1 (stereo not drawn) | -0.75 | 1255 | 0.29 | -0.011 | -0.0047 | -0.35 | 13 | 639 | 1 | i | 0.5 | i | 4 | -2.7 | 560 | 1.9 | 2.4 | 8.8 | -3%
O=C(O)C1CCCCC1C(=O)NC1CCCCC1 (stereo not drawn) | · | · | -0.7 | -0.27 | -0.32 | -0.028 | 9 | 765 | 1.1 | i | 5.9 | i | 16 | · | · | 4.5 | 1.0 | 72 | 6%
O=C(NCc1ccccc1)c1ccc(Cl)nc1 | 0.16 | 1517 | 0.3 | -0.41 | 0.38 | 1.3 | -2 | 718 | 1 | i | 0.2 | i | 32 | -2.5 | 912 | 2.5 | 0.8 | 0.9 | 3%
CN1CCN(C(=O)CSc2ccc(C(F)(F)F)cc2[N+](=O)[O-])CC1 | 0.43 | 1411 | 0.26 | -0.18 | -0.23 | -0.027 | 6 | 671 | 1.1 | i | 0.0 | i | 44 | -1.0 | 1000 | 4.7 | 2.4 | 9.0 | -10%
CC1(C)CC(=O)C(N=Nc2ccc(F)cc2)=C(O)C1 | -0.12 | 867 | -0.97 | -0.78 | -0.82 | 0.37 | 2 | 690 | · | i | 0.1 | i | 38 | -1.3 | 1281 | · | · | · | ·
O=C(N=Nc1c(O)[nH]c2ccccc12)c1cccc(S(=O)(=O)Nc2ccccc2Cl)c1 | 0.42 | 1437 | -0.34 | 1.1 | 0.22 | 0.62 | · | · | 1 | i | 0.5 | i | 40 | 0.4 | 1407 | 1.7 | 2.1 | 11 | 3%
COc1ccc(C2C=C(c3ccc(C)cc3)Nc3ncnn32)cc1 (stereo not drawn) | -0.16 | 1272 | 3.3 | 2.3 | 1.3 | -2.7 | · | · | 0.9 | · | · | · | · | -3.9 | 906 | 4.9 | 3.7 | 7.8 | -17%
CCOC(=O)Cn1c(CN2CCOCC2)nc2c1c(=O)[nH]c(=O)n2C | 1.6 | 1068 | -0.85 | -0.28 | -0.45 | 0.45 | -4 | 762 | 1.1 | i | 1.6 | i | 34 | -0.9 | 1052 | 5.3 | 1.9 | 10 | 0%
Cc1ccc(SCc2ccc(C(=O)NCc3ccncc3)cc2)cc1 | 0.99 | 1206 | 0.33 | -0.22 | 0.61 | 0.49 | · | · | 1.1 | i | 2.8 | i | 4 | -0.1 | 1306 | 3.9 | 1.3 | 6.3 | 1%
O=C(CSCC(=O)NC1CC1)Nc1ccccc1 | 1.4 | 1199 | -1.1 | -0.0072 | -0.43 | 1.3 | · | · | 1.1 | i | 0.8 | i | 24 | -0.6 | 1140 | 1.4 | 4.3 | 9.1 | 6%
O=C(N/N=C/c1ccc(-c2cccc(C(F)(F)F)c2)o1)c1cccc(F)c1 | 0.35 | 1793 | -0.14 | -0.23 | -0.47 | 0.29 | 0 | 608 | 1 | i | 3.3 | i | 16 | 0.5 | 1144 | 17 | 12 | 29 | 6%
O=C(NCCc1ccncc1)c1ccccc1F | · | · | -0.97 | -0.26 | -0.34 | -0.22 | 2 | 735 | 1.1 | i | 0.2 | i | 33 | · | · | 2.3 | 1.5 | 4.9 | 12%
COc1ccc(CC(=O)OCC(=O)Nc2cccc(Br)c2)cc1 | -0.62 | 1336 | -0.2 | -0.19 | -0.22 | 0.92 | -6 | 661 | 1.2 | i | 0.0 | i | 57 | -2.9 | 1110 | 2.2 | 1.5 | 6.5 | 4%
Cc1nc(C)c2c(c1C(F)(F)F)-c1ccccc1C2(F)F | 0.37 | 1180 | 0.74 | 0.21 | 0.77 | 1 | -1 | 631 | 1 | · | · | i | 7 | · | · | 1.7 | 2.2 | 8.3 | -3%
Cc1nc2ccc(S(=O)(=O)NCC(=O)O)cc2s1 | 0.32 | 1813 | -0.7 | 0.19 | -0.38 | 0.43 | 14 | 640 | 1.1 | i | 0.4 | i | 49 | -0.5 | 1043 | 4.8 | 2.0 | 3.2 | 3%
COc1ccc(CCNC2CC(=O)N(CCc3ccccc3)C2=O)cc1 (stereo not drawn) | -0.34 | 954 | -0.14 | -0.16 | 0.24 | 0.28 | -11 | 797 | 1 | i | 7.3 | i | 14 | 2.6 | 1131 | 1.3 | 1.6 | 6.3 | 8%
O=C(NCCc1c[nH]c2ccccc12)C(=O)NCC1OCCN1S(=O)(=O)c1ccc(Cl)cc1 (stereo not drawn) | -0.76 | 1078 | 0.023 | -0.023 | 1 | -0.78 | -28 | 700 | 1 | i | 1.2 | i | 18 | 2.3 | 536 | 3.5 | 2.9 | 7.4 | 10%
CC(C)(C)SCCNC(=O)c1ccc(Cl)c([N+](=O)[O-])c1 | 0.49 | 1350 | 0.5 | -0.22 | 0.016 | -0.44 | 13 | 723 | 1.1 | i | 0.2 | i | 30 | 1.0 | 942 | 1.2 | 3.8 | 5.7 | 8%
Cc1ccccc1C(=O)N1CCC(C(=O)N2CCN(S(=O)(=O)c3ccccc3F)CC2)CC1 | 0.2 | 1258 | 1.7 | -0.22 | 1.1 | -0.77 | -12 | 686 | 1.1 | i | 0.5 | i | 56 | -1.5 | 1121 | 2.3 | 1.2 | 1.7 | -4%
